DDE Tn7 FP inh: DD(E)-Tn7 binding inhibition, primary FP screen. inhibition, % at 8.3 µM. FP displacement of FITC-Tn7 peptide from fibrin DD(E); 0% = median of compound wells per plate. 370,000 compounds, 0.13% hits. P02675. AID 720508;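 active = inhibition above the mean of compounds falling within the control limits plus 3 SD of them, cut at about 14% in these data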;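 also: 0% = plate median of compound wells and 100% = 10 µM Aha-Tn7 peptide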
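Assay system: Human fibrin DD(E) protein | Medium: Tris buffer with calcium and detergent, pH 7.8 | Reagent: 0.1 µM fluorescent Tn7 | Compound dosing: Single point at 8.3 µM | Times: 10 min preincubation, 3 h with tracer, room temperature | Detection: Fluorescence polarization of the labelled Tn7 tracer | Controls: Aha-Tn7 high control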
DDE Tn6 FP inh: inhibitors of Tn6 peptide binding to human fibrin DD(E). Fibrin DD(E) TRITC-Tn6 fluorescence polarization displacement. AID 720509. inhibition, % at 8.3 µM. P02675. 370,000 compounds, 0.21% hits;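 active = inhibition above a per-campaign cutoff: mean of compounds within control limits plus 3 SD, cut at about 15% in these data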;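 also: 0% = median of all compound wells on the plate and 100% = blocking peptide control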
NR1D1 modulator: Rev-erb alpha (human) modulation | activity, % at 10 µM | P20393 | AID 1259318 | 370,000 compounds, 0.79% hits | Rev-erbα–FITC-DNA binding, fluorescence polarization, 90 min;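 active = activity above about 14%, limit read from the data; passing the limit was not always enough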;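 also: 0% = DMSO wells with 35 nM protein and 100% = DMSO wells with 750 nM protein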
PLC-beta3 inh: PLC-beta3 (human) inhibition, primary screen | Purified PLC-beta3, fluorogenic substrate, fluorescence | 370,000 compounds, 0.18% hits | inhibition, % at 12.2 µM; in the data active = inhibition above about 11%;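 also: 0% = median of compound wells on plate and 100% = full blocker control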
ASAP1 GAP inh: blocks human ASAP1-stimulated Arf1 GTP hydrolysis | GDP FP detection | 360,000 compounds, 0.19% hits | Q9ULH1 | inhibition, % at 16.5 µM; in the data active = inhibition above about 25%;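 also: 0% = vehicle with enzyme and substrate and 100% = no enzyme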
Target sequence (Q9ULH1 325-724 limits assumed): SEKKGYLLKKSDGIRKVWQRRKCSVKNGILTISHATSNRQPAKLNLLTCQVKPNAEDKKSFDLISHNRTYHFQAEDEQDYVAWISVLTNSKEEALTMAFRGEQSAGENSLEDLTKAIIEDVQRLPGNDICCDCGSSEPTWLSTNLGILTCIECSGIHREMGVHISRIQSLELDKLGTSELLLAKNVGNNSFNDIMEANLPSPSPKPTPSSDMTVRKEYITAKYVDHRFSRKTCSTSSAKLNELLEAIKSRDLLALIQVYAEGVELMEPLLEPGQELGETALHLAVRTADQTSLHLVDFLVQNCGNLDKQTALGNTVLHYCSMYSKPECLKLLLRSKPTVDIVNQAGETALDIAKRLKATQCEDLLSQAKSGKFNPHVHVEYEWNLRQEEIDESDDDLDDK
ARFGAP1 inhibitor: rat ARFGAP1 inhibition; Q62848; Arfgap1-stimulated ARF1 GTP hydrolysis, GDP FP detection; inhibition, % at 16.5 µM; 360,000 compounds, 0.26% hits; AID 651572;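 active = inhibition above a per-plate limit, mean inhibition of low control wells plus 3 SD, cut at about 25% in these data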;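 also: 0% = DMSO wells with enzyme and 100% = wells lacking Arfgap1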
Target sequence (Q62848 1-136 limits assumed): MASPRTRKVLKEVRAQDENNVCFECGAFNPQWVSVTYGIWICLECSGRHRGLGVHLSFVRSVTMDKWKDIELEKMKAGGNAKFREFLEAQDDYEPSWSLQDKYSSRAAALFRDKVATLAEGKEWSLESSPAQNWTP
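Repeats: one replicate per compound; assay system: rat Arfgap1 catalytic domain, aa 1-136; times: enzyme reaction 120 min at 25 °C after 20 min preincubation; detection: FP of antibody-bound GDP Alexa 633 tracer, ex 620/em 688 nm; benchmarks: high control wells lacking Arfgap1, low control full reaction with DMSO; reagent: human ARF1(Δ1-17)-GTP substrate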
proKLK7 act: activates the human kallikrein-7 zymogen | P49862 | purified proKLK7, EDANS-DABCYL substrate fluorescence; 100% is mature enzyme control, 0% vehicle | activation, % at 7 µM | 370,000 compounds, 0.9% hits;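 active = activation above the mean of all tested compounds plus 3 SD, computed per campaign excluding outliers beyond control limits, cut at about 13% in these data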
Target sequence (P49862 whole entry, looked up): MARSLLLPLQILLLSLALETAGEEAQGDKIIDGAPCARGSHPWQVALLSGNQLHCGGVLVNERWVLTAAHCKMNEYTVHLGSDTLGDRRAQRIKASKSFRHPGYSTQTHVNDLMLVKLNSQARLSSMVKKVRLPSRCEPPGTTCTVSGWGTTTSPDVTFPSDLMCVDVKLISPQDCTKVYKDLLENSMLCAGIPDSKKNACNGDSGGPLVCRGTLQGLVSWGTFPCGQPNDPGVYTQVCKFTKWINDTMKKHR
PLCg1 inh: inhibitors of human phospholipase C gamma1. P19174. AID 720700. 370,000 compounds, 0.84% hits. purified PLC-gamma1, fluorogenic substrate, fluorescence. inhibition, % at 12.2 µM; in the data active = inhibition above about 9.5%
UHRF1 binding: UHRF1 methyl-DNA binding inhibition | Q96T88 | UHRF1 binding to methylated oligo, TR-FRET | inhibition, % at 4.4 µM | 370,000 compounds, 0.75% hits | AID 687016; in the data active = inhibition above about 21%;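 also: UHRF1 SRA domain binding a hemimethylated CpG hairpin DNA probe; 0% = median of test compound wells and 100% = reference inhibitor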
HGIII-sPLA2 inh: Blocks human group III sPLA2 activity; Q9NZ20; QFRET BODIPY PC-A2 liposome hydrolysis, fluorescence; inhibition, % at 12.2 µM; 370,000 compounds, 0.56% hits;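 active = inhibition above mean plus 3 SD of compounds lying within the high and low control bounds, cut at about 19% in these data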;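 also: 0% = median of test compound wells and 100% = no enzyme DMSO wells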
The depositor's hits bear a star; . = not tested or not shown.

SMILES	DDE Tn7 FP inh	DDE Tn6 FP inh	NR1D1 modulator	PLC-beta3 inh	ASAP1 GAP inh	ARFGAP1 inhibitor	proKLK7 act	PLCg1 inh	UHRF1 binding	HGIII-sPLA2 inh
O=C(N/N=C\c1cccc(F)c1)c1ccc(Cn2cc(Br)c([N+](=O)[O-])n2)o1	9	6	0	2	4	-7	0.3	1	-4	-11
CCC(c1nnnn1Cc1ccc2c(c1)OCO2)N1CCN(c2ccc(F)cc2)CC1 (stereo unspecified)	-5	4	4	2	13	3	-0.1	-2	-3	-8
CCN(CCC(=O)O)c1ccccc1	-7	0	0	1	10	5	-0.1	0	-3	-2
CC(C)Oc1cccc(C(=O)NC(=S)Nc2ccccc2)c1	-2	-4	-2	4	-7	-5	0.0	5	-1	10
CC1CC2OC(=O)C3(C)CCCC(C)(C23)C1(O)CCc1ccoc1 (stereo unspecified)	9	3	-3	-4	3	8	0.2	3	1	2
Cc1cc(C)n(CC(O)Cn2c3ccccc3c3ccccc32)n1 (stereo unspecified)	1	5	-3	4	6	-9	0.3	5	-2	-24
CCOC(=O)N1CCN(C(=O)CN(c2cc(C(F)(F)F)ccc2Cl)S(C)(=O)=O)CC1	-9	5	-1	3	-1	0	-0.6	1	4	1
OCCN1CCN(c2ncnc3c2ncn3[C@H]2CN(Cc3cccc(C(F)(F)F)c3)C[C@@H](CO)O2)CC1	4	3	2	1	-11	-12	0.2	-1	0	-6
Cc1oc(-c2ccc(Cl)cc2)nc1CN1CCCC(C(=O)NC2CC2)C1 (stereo unspecified)	0	5	-2	-4	2	4	0.5	2	0	1
CCNC(=S)NNC(=O)c1csc(C(C)C)c1	-1	0	2	0	-5	-11	-0.3	3	0	12
Cc1ccc(C(=O)CCCn2nnc(-c3cccnc3)n2)cc1C	-5	7	0	2	5	-2	0.0	0	1	-2
CC1(C)CC(=O)N(CC(=O)N2CCN(Cc3ccccc3)CC2)c2ccccc2S1(=O)=O	0	-5	-1	0	.	.	0.2	-2	3	6
CC1CCCC(NC(=O)COC(=O)c2cc(S(=O)(=O)N3CCOCC3)ccc2F)C1C (stereo unspecified)	0	8	0	-8	-9	8	0.4	-1	3	-2
COc1ccc(N2CC(C)(C)[C@H](CC(=O)Nc3ccc(Br)cc3)C2=O)cc1	3	-8	-5	5	10	-2	0.4	2	-1	-4
CC/C(=N\Nc1nncc2ccccc12)c1ccc(F)cc1	3	6	4	-9	-7	0	-0.4	-7	0	0
O=c1sc2ccccc2c(N2CCCCC2)c1[N+](=O)[O-]	-1	-7	4	-13	-23	4	0.3	1	4	3
Cc1ccc[n+](CC(=O)Nc2ccc(C)c(C)c2)c1	0	-6	1	-3	-6	7	-0.2	-1	-1	-1
C=CCN=C1NC(c2cccc(C(F)(F)F)c2)C(C(=O)OC)=C(C)N1Cc1ccccc1C(F)(F)F (stereo unspecified)	0	-5	3	2	3	5	0.6	3	-2	-4
COc1ccccc1-c1ccc(SCc2ccccc2F)nn1	5	7	-5	-5	-3	-6	0.1	-2	0	-6
CC(=O)NC12CC3CC(C1)CC(C(=O)OCC(=O)Nc1c(F)cccc1F)(C3)C2	5	6	-5	-7	2	-1	-0.5	1	0	3
Cc1ccc(OCCCC(=O)N(C)CC(=O)Nc2c(C)cccc2C)cc1	-1	-1	-5	1	-1	-4	1.0	1	-2	-4
O=S(=O)(O)c1ccc(SCc2ccccc2)nc1	2	-1	2	-3	-4	-1	0.2	3	0	2
COc1ccc(S(=O)(=O)Nc2cccc3c2O[C@H](CN(C)CC2CC2)[C@@H](C)CN([C@H](C)CO)C3=O)cc1	1	-7	1	-1	5	5	-0.2	4	9	1
Cc1cccc(NC(=S)NCc2ccco2)n1	-2	2	0	-9	-12	10	0.8	-1	-4	-1
CC(OC(=O)c1nsc(Cl)c1Cl)C(=O)NCc1ccc2c(c1)OCO2 (stereo unspecified)	2	-4	1	-5	5	8	-0.1	-2	1	8
Cn1nc(C(C)(C)C)cc1C(=O)N1CCCCC1c1cc(C(=O)Nc2cccc3c2CCCC3)no1 (stereo unspecified)	-2	1	-4	1	-7	0	0.1	0	3	-21
CC(C)CN1C(=O)c2ccc(C(=O)Nc3ccc(OCC(=O)O)cc3)cc2C1=O	-1	-1	-2	4	7	9	0.3	3	1	0
COc1ccccc1NC(=O)Nc1nn(C)c2cccc(N(C)C)c12	4	3	-6	-18	4	-7	-0.6	-8	-3	4
CC(NC(=O)C1CCN(S(=O)(=O)c2cccc3cccnc23)CC1)c1ccccc1 (stereo unspecified)	7	3	-2	-3	4	2	-0.3	0	5	-1
Nc1ncc(Br)cc1S(=O)(=O)NCCC(=O)NCCc1ccc(Cl)cc1	-4	11	2	-13	0	-1	-0.5	-3	-2	-18
COc1ccccc1/C=C1\SC(=S)N(C(C(=O)O)c2ccccc2)C1=O (stereo unspecified)	-5	-4	0	-11	-5	-11	0.0	-5	-7	-16
COc1ccc(C)cc1NC(=O)C(NCC1CCCO1)c1ccccc1 (stereo unspecified)	-2	4	4	3	1	3	0.1	1	2	4
COc1ccc(Cl)cc1N(CC(=O)NC1CC2CCC1C2)S(=O)(=O)c1ccccc1 (stereo unspecified)	5	-5	5	-4	-9	-5	0.7	6	0	-6
Cc1cc(C)nc(N2CCC(C(=O)NCc3ccccc3F)CC2)n1	-10	-6	1	-2	1	10	0.3	1	0	6
C#CCOCCOCCOCCNc1nc(N2CCN(C(=O)Cn3cc(CCCCN)nn3)CC2)nc(N2CCN(C(=O)Cn3cc(CC(C)O)nn3)CC2)n1 (stereo unspecified)	1	6	-2	-2	7	10	0.8	3	15	1
COc1ccc(NS(=O)(=O)c2cccc(NC(=O)CCC(=O)c3ccc(Cl)cc3)c2)cc1	-2	-4	3	5	-2	4	-0.5	7	-1	-58
Cc1ccc(Cn2nnc3c(=O)[nH]c(C4CCN(S(=O)(=O)/C=C/c5ccccc5)CC4)nc32)cc1	-8	-3	3	-5	-2	4	0.3	4	-1	-38
COc1cccc(N2C(=O)C3CCCN3C2c2ccc(N(C)C)cc2)c1 (stereo unspecified)	7	-2	1	2	-6	-6	0.4	3	7	1
COc1ccc(CC2(C)OC(c3ccncc3)=NN2C(C)=O)cc1 (stereo unspecified)	4	2	0	-10	7	7	0.3	-2	0	2
CC(=O)NC(C)c1ccc(C(=O)CSc2nnc(C3CC3)n2C2CC2)cc1 (stereo unspecified)	-3	-5	1	1	6	5	0.5	1	-1	-10
Cn1nc([N+](=O)[O-])nc1Oc1ccccc1N	1	0	1	-3	-4	-1	0.2	2	0	4
CCC(=O)c1ccc(NC(C)=O)cc1O	5	-3	-2	-10	-4	-5	0.1	-3	0	-3
Brc1ccc(CNCC2CCCO2)cc1 (stereo unspecified)	-4	-5	-2	-10	3	-5	-0.6	0	2	15
CC(=O)C1(O)CCC2C3CC(C)C4=CC(=O)C=CC4(C)C3(F)C(O)CC21C (stereo unspecified)	1	-2	0	5	-11	1	-0.3	3	-2	-4
C[C@H](CO)N1C[C@H](C)[C@@H](CN(C)Cc2ccc(Cl)c(Cl)c2)Oc2c(NS(=O)(=O)c3cccs3)cccc2C1=O	-9	-9	4	10	2	5	1.1	4	1	-33
COCCCn1c(=NC(C)=O)c(C#N)cc2c(=O)n3cccc(C)c3nc21	0	2	-7	-105	-9	-3	8.0	-74	-5	-3
COC(=O)CC1=C(C(=O)OC)C(c2cc(OC)c(OC)cc2OC)C(C#N)=C(N)O1 (stereo unspecified)	1	-9	-3	-38	-1	9	3.1	-26	-2	2
COc1ccnc(NCc2cccnc2)c1C#N	2	7	-2	-6	-2	7	-0.5	-4	0	12
O=C(O)CSCC(=O)N1CCN(c2nc3cc(Cl)ccc3s2)CC1	0	-6	-1	-3	0	-5	0.1	2	1	6
N#Cc1ccc(C(=O)N2CCCCC2c2cc(C(=O)Nc3cccc(C#N)c3)no2)cc1 (stereo unspecified)	-3	-7	-4	-7	-11	9	0.3	4	1	8
COc1ccccc1C(=O)c1cc2ccc(O)cc2oc1=O	-2	0	-4	-14	-12	-14	-0.1	-7	-4	-2

Gathered by group: those above containing a Cl atom (eight)
SMILES	DDE Tn7 FP inh	DDE Tn6 FP inh	NR1D1 modulator	PLC-beta3 inh	ASAP1 GAP inh	ARFGAP1 inhibitor	proKLK7 act	PLCg1 inh	UHRF1 binding	HGIII-sPLA2 inh
CCOC(=O)N1CCN(C(=O)CN(c2cc(C(F)(F)F)ccc2Cl)S(C)(=O)=O)CC1	-9	5	-1	3	-1	0	-0.6	1	4	1
Cc1oc(-c2ccc(Cl)cc2)nc1CN1CCCC(C(=O)NC2CC2)C1 (stereo unspecified)	0	5	-2	-4	2	4	0.5	2	0	1
CC(OC(=O)c1nsc(Cl)c1Cl)C(=O)NCc1ccc2c(c1)OCO2 (stereo unspecified)	2	-4	1	-5	5	8	-0.1	-2	1	8
Nc1ncc(Br)cc1S(=O)(=O)NCCC(=O)NCCc1ccc(Cl)cc1	-4	11	2	-13	0	-1	-0.5	-3	-2	-18
COc1ccc(Cl)cc1N(CC(=O)NC1CC2CCC1C2)S(=O)(=O)c1ccccc1 (stereo unspecified)	5	-5	5	-4	-9	-5	0.7	6	0	-6
COc1ccc(NS(=O)(=O)c2cccc(NC(=O)CCC(=O)c3ccc(Cl)cc3)c2)cc1	-2	-4	3	5	-2	4	-0.5	7	-1	-58
C[C@H](CO)N1C[C@H](C)[C@@H](CN(C)Cc2ccc(Cl)c(Cl)c2)Oc2c(NS(=O)(=O)c3cccs3)cccc2C1=O	-9	-9	4	10	2	5	1.1	4	1	-33
O=C(O)CSCC(=O)N1CCN(c2nc3cc(Cl)ccc3s2)CC1	0	-6	-1	-3	0	-5	0.1	2	1	6

Source: PubChem
